HRas wt GTP: modulators of GTP binding to HRas wildtype, primary screen, biochemical, bead-based flow cytometry, multiplex | GTP binding activity, % at 10 µM | GST-Ras wt beads, Bodipy-FL-GTP binding; actives lie on both sides | AID 759, 2007 | GTPase HRas (Homo sapiens), P01112 | 0.14% of 190,000 active;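 active means GTP binding activity at least 20% away from the 100% baseline, either lowered as inhibitor or raised as activator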;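 further: 0% = unlabeled GTP competition control and 100% = no-compound control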
Target sequence (P01112 whole entry, looked up): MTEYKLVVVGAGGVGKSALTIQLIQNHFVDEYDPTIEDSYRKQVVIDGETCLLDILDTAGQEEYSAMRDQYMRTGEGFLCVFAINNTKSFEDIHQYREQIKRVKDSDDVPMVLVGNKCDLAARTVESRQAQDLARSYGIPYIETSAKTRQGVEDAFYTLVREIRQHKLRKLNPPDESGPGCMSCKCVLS
ABCG2 block: ABCG2 efflux pump inhibitors, primary screen, multiplex with ABCB1, IgMXP3 cells, flow cytometry; JC-1 efflux; inhibition, % at 6.6 µM; 0.1% of 190,000 active; AID 1325, 2008;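 active means inhibition above 80%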;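 further: 0% = DMSO and 100% = nicardipine control wells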
Target sequence (Q9UNQ0 whole entry, looked up): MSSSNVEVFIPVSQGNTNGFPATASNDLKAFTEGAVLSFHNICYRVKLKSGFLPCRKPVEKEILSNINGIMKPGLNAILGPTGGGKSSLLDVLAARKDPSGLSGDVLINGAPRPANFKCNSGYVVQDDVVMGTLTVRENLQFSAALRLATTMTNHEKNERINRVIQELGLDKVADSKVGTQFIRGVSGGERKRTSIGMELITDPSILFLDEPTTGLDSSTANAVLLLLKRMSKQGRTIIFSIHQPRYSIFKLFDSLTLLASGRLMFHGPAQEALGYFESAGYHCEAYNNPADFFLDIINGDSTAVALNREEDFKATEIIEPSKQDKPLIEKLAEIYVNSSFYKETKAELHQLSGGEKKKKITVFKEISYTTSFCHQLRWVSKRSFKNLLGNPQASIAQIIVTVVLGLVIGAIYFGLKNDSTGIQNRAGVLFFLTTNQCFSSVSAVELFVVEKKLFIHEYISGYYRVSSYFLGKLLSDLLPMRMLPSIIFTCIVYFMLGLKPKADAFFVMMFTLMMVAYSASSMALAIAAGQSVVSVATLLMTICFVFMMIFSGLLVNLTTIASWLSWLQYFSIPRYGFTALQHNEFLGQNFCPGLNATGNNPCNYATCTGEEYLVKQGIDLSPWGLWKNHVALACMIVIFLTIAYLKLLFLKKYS
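Test system: IgMXP3 (ABCG2) plus far-red-tagged CCRF-Adr (ABCB1) cells. Reagent: JC-1 dye as substrate. Timing: 10 min exposure at 25 °C with rotation, no wash. Measured by: flow cytometric JC-1 green MFI at 530 nm. Read-out: percent efflux inhibition, scaled nicardipine 100% to DMSO 0%. Control set: nicardipine and DMSO wells.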
Rab2A wt mod: modulators of GTP binding to Rab2A wildtype, primary screen, biochemical, dog, bead-based flow cytometry, multiplex; Ras-related protein Rab-2A (Canis lupus familiaris), P61105; GST-Rab2 wt beads, Bodipy-GTP binding; GTP binding activity, % at 10 µM; 0.19% of 190,000 active;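 active means GTP binding activity at least 20 points away from 100%, either lowered or raised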;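 further: 0% = beads with excess unlabeled GTP and 100% = no-compound control corrected for plate trend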
Pf gamet viab: late stage P. falciparum gametocyte viability inhibitors, primary screen, ATP luminescence, HTS. 0.065% of 150,000 active. AID 743093, 2013. inhibition, % at 10.9 µM. P. falciparum stage V gametocytes, 24 h;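 active means inhibition above the mean plus 3 SD of compounds within the control limits, set per campaign, cut at about 38% in these data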;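 further: 0% = DMSO wells and 100% = medium only without gametocytes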
Rab7 wt GTP bind: modulators of GTP binding to Rab7, primary screen, biochemical, wildtype, multiplex bead flow cytometry | GTP binding activity (percent of control), % at 10 µM | GST-Rab7 beads, fluorescent GTP binding; actives lie on both sides; untreated = 100%, excess cold GTP = 0% | AID 758, 2007 | 0.055% of 190,000 active | Rab7 GTPase wild type (dog), Bodipy-FL-GTP binding;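 active means fluorescent GTP binding to Rab7 beads changed by at least 20 points from the 100% baseline, either direction, mostly lower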;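 further: median green fluorescence of bound Bodipy-FL-GTP per Rab7 bead population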
Avidin bead fluor: green autofluorescence of compounds with avidin beads – biophysical, 488/530 nm, flow cytometry, artefact control, profiling panel; compound fluorescence 488/530 nm; hits give high values; fluorescence (KMESF) at 10 µM; 0.38% of 220,000 active; in the data active means fluorescence above about 47; further: inactives centre near 10
ABCB1 inh: ABCB1 efflux pump inhibitors, primary screen, cell-based, multiplex, flow cytometry, ABCG2 counter-screen; CCRF-Adr cells, JC-1 efflux; ATP-dependent translocase ABCB1 (Homo sapiens), P08183; 0.067% of 190,000 active; inhibition, % at 6.6 µM; in the data active means inhibition above about 40%;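 further: 0% = vehicle and 100% = reference inhibitor; higher value means more JC-1 retained so stronger ABCB1 efflux block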
Rac1 act GTP bind: GTP binding modulators of activated mutant Rac1, primary screen, biochemical, bead-based flow cytometry, multiplex, fluorescent GTP | 0.11% of 190,000 active | percent activity (GTP binding), % at 10 µM | GST-Rac1 activated beads; actives lie on both sides; 100% means binding = to untreated wells;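 active means GTP binding at least 20 percentage points away from the 100% baseline, in either direction, so actives lie on both sides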
Cdc42 wt: modulators of GTP binding to wildtype Cdc42, primary screen, biochemical, multiplex bead flow cytometry, Bodipy-GTP; percent activity (GTP binding), % at 10 µM; AID 761, 2007; Cell division control protein 42 homolog (Homo sapiens), P60953; GST-Cdc42 beads; actives lie on both sides; 0.2% of 190,000 active;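 active means percent activity GTP binding at least 20 points away from the 100% baseline, either down as inhibitor or up as activator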;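 further: median bead fluorescence of bound Bodipy-FL-GTP at 100 nM; 0% = excess unlabeled GTP control and 100% = no compound control; below 100% means less GTP binding so inhibitor and above means activator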
Target sequence (P60953 whole entry, looked up): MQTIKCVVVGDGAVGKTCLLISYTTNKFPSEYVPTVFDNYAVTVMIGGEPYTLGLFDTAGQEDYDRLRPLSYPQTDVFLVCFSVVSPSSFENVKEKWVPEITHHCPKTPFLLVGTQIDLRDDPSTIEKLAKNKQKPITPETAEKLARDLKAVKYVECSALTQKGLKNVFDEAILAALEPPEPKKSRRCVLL
Rac1 wt modul: wildtype Rac1 GTP binding modulators, primary screen, biochemical, GST-Rac1 beads, flow cytometry, multiplex; fluorescent GTP binding; actives lie on both sides; 0 = cold GTP competed, 100 = untreated; GTP binding activity (% of control), % at 10 µM; 0.27% of 190,000 active; AID 757, 2007;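 active means GTP binding activity at least 20 points away from the 100% control level, either lower or higher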
Mcl1 Noxa PPI: Mcl-1/Noxa binding inhibitors, primary screen, biochemical, TR-FRET, 1536-well; TR-FRET Mcl-1/Noxa peptide binding, 2 h; inhibition, % at 21.7 µM; Induced myeloid leukemia cell differentiation protein Mcl-1 (Homo sapiens), Q07820; 1.5% of 220,000 active;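 active means compounds that cut the protein-peptide binding signal by more than 50% relative to plate controls in a single-dose test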;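 further: His-tagged Mcl-1 with rhodamine Noxa BH3 peptide and terbium anti-His antibody; 0% = Mcl-1 plus Noxa peptide wells and 100% = peptide-only wells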
* marks the source's active call; other numbers are inactive results; · = no result given.

SMILES	HRas wt GTP	ABCG2 block	Rab2A wt mod	Pf gamet viab	Rab7 wt GTP bind	Avidin bead fluor	ABCB1 inh	Rac1 act GTP bind	Cdc42 wt	Rac1 wt modul	Mcl1 Noxa PPI
Cc1cccc(OCC(=O)N2CCC(N3CCOCC3)CC2)c1	98	1	99	-7	92	14	0.3	95	97	94	21
O=C(CN(C(=O)CNC(=O)c1ccco1)c1ccc2c(c1)OCCO2)NC1CCCCC1	97	2	96	12	92	11	0.4	97	97	103	-7
O=C(O)Cn1c(=S)sc2ccccc21	91	1	88	14	86	25	0.3	92	88	92	16
O=C(NC1CCCCC1)NC1CCN(C(=S)NCc2ccco2)CC1	98	2	98	·	99	5	0.4	98	99	100	2
O=C(C1=NN[C@@H]2C(=O)N(c3ccccc3C(F)(F)F)C(=O)[C@H]12)c1ccc2ccccc2n1	96	23	96	-4	98	17	-0.5	98	101	100	10
CCCCC12CN3CCN(CC(C3)/C1=N\NC(=O)Nc1ccccc1)C2	104	5	102	3	102	8	0.7	101	106	109	3
CCOC(=O)N1CCC(NC(=O)CSCc2nc(-c3cccc(OC)c3)oc2C)CC1	99	5	99	-26	100	16	2.1	98	99	100	-6
Cc1cc(C)n(C(=O)CNc2ccc(C)c(C)c2)n1	98	-1	99	·	99	21	-0.2	96	99	97	3
O=C(CCc1nc(-c2ccccc2)no1)NCc1ccco1	99	-3	97	5	99	6	-2.5	97	98	103	19
COc1ccc(N(C(=O)COc2ccc(F)cc2)S(=O)(=O)c2ccc(C)cc2)cc1	101	0	101	·	101	15	0.1	99	102	101	-3
CCOCCCNC(=O)C1CCN(C(=O)Nc2ccc(Cl)cc2)CC1	102	5	102	-9	102	24	-0.1	103	104	107	0
O=C(NCCN1CCc2ccccc2C1)C1CCN(S(=O)(=O)N2CCCCC2)CC1	99	-11	99	8	96	16	-0.5	99	101	103	6
COc1ccc(NC(=O)CN(C)CC(=O)Nc2ccc3c(c2)CCC3)cc1	98	4	98	-4	101	10	-1.9	95	97	99	-1
N/C(=N\OC(=O)Nc1ccc(Cl)cc1)c1ncc(C(F)(F)F)cc1Cl	97	0	97	·	95	15	-0.5	95	94	92	9
O=C(CSc1ncnc2scc(-c3ccccc3)c12)NCc1ccc2c(c1)OCO2	102	-1	99	0	101	3	1.5	99	100	101	8
Fc1ccccc1CNCCC(Cc1ccccc1)c1ccc2c(c1)OCO2 (stereo not given)	101	1	100	-7	95	5	1.2	102	104	105	38
Cc1noc(N)c1C(=O)Nc1ccc(C(C)(C)C)cc1	100	2	99	·	99	5	0.1	98	97	100	-6
CCOC(=O)C1CCN(C(=O)Cc2c(C(=O)O)[nH]c3ccccc23)CC1	103	4	103	·	102	9	0.5	100	106	110	17
Cn1c(=S)n(C)c2ccccc21	98	0	96	-16	96	84*	-0.2	94	97	98	8
C=C(C)C1CC=C(C)/C(=N/NC(=O)C2CC2c2ccccc2)C1 (stereo not given)	99	3	99	14	98	10	-0.2	95	101	99	0
Cc1cc(C)c2c(CN3CCN(C)CC3)cc(=O)oc2c1	104	20	101	-7	99	12	1.0	100	102	104	-11
O=C(c1cccc([N+](=O)[O-])c1)N1CCN(c2cccc(Cl)c2)CC1	100	7	100	·	100	13	0.7	99	103	105	15
Cc1[nH]n(-c2ccccc2)c(=S)c1C=Nc1cccc([N+](=O)[O-])c1	97	2	100	·	98	7	-0.1	98	100	100	35
O=c1cc(-c2ccccc2)nc2n1Cc1ccccc1-2	101	-1	100	·	100	6	-2.9	98	100	103	0
COc1ccccc1NC(=O)c1c(Br)cnn1C	98	9	95	·	93	13	0.6	95	94	98	7
C=CCc1cccc(/C=N/NC(=O)C(C)Nc2cccc(C)c2)c1O (stereo not given)	99	10	100	·	103	8	-2.3	99	96	98	7
Cc1ccc(CNS(=O)(=O)/C=C/c2ccc3c(c2)OCO3)cc1	97	1	95	·	93	40	0.5	92	97	95	-1
COc1cccc(/C=C/C(=O)c2ccc(NC3=NCCCS3)cc2)c1	91	1	90	5	91	27	0.2	96	88	94	57*
COc1ccc(F)cc1CN1CCN(c2cc(C)nc3c4c(C)cc(C)nc4nn23)CC1	97	4	96	·	99	6	4.3	98	96	100	8
N#Cc1c(-n2cccc2C=O)sc2c1CCCC2	101	1	101	6	106	10	0.4	94	102	102	18

Reprinted at random: 2 compounds from above, in no set order.
SMILES	HRas wt GTP	ABCG2 block	Rab2A wt mod	Pf gamet viab	Rab7 wt GTP bind	Avidin bead fluor	ABCB1 inh	Rac1 act GTP bind	Cdc42 wt	Rac1 wt modul	Mcl1 Noxa PPI
COc1cccc(/C=C/C(=O)c2ccc(NC3=NCCCS3)cc2)c1	91	1	90	5	91	27	0.2	96	88	94	57*
Cc1ccc(CNS(=O)(=O)/C=C/c2ccc3c(c2)OCO3)cc1	97	1	95	·	93	40	0.5	92	97	95	-1

Following part
SMILES	HRas wt GTP	ABCG2 block	Rab2A wt mod	Pf gamet viab	Rab7 wt GTP bind	Avidin bead fluor	ABCB1 inh	Rac1 act GTP bind	Cdc42 wt	Rac1 wt modul	Mcl1 Noxa PPI
CCN(CC)C(=O)COc1ccc2c(c1)C(=O)CC(C)(C)O2	102	2	104	-1	103	4	0.2	95	100	103	2
CS(=O)(=O)NCCNc1cc(Cl)ccc1[N+](=O)[O-]	99	62	98	-76	104	10	2.4	93	98	98	8
O=C(Cc1ccc(Cl)cc1)Nc1ccc(N2CCN(C(=O)c3ccco3)CC2)cc1	97	4	94	-13	99	12	0.9	95	98	96	10
Nc1cc(N)nc(SCC(=O)NNC(=O)c2ccc(Cl)cc2)n1	102	-1	99	-23	102	15	-0.4	96	100	99	4
Cc1nnc(SCCCn2c(N3CCN(c4ccccc4)CC3)nc3c2c(=O)[nH]c(=O)n3C)s1	100	18	98	3	99	7	2.7	100	101	109	5
Cc1cccc(NC(=O)CSc2nnc(CN3CCOCC3)n2C)c1C	102	7	104	·	107	12	2.1	98	103	106	20
COc1ccc(Nc2c(-c3ccco3)nc3cccc(C)n23)cc1	96	8	99	-23	91	14	7.0	96	100	97	-6
CC1(C)C2CCC1(CS(=O)(=O)NC1CCCC1)C(=O)C2 (stereo not given)	101	1	103	-4	101	5	0.1	97	98	100	7
Cc1ccc(C(=O)CSc2ccccn2)cc1	98	3	99	·	98	65*	0.2	98	103	104	4
CC(=O)Nc1ccc(C(=O)Nc2nc(-c3ccccn3)cs2)cc1	93	-3	92	4	94	11	-1.3	94	90	92	70*
O=C(CSc1ccc(Cl)cc1)Nc1cccc(-c2nc3ncccc3o2)c1	100	11	99	·	100	13	-0.1	102	103	103	-2
Nc1c(-c2ccc(Cl)cc2)nnn1-c1ccccc1	98	6	97	-17	98	1	0.4	95	98	95	-15
COC(=O)CC1C(=O)NCCN1C(=O)c1ccc(S(=O)(=O)N2CCOCC2)cc1 (stereo not given)	99	2	98	15	102	20	0.8	97	94	99	14
O=C(CNC(=S)NC(=O)c1ccc(F)cc1)c1ccccc1	102	3	99	-4	99	7	-0.1	101	103	107	-8
COc1cccc(CNc2ccc(C(=O)O)cc2)c1OCc1ccccc1	95	3	96	-9	98	10	-0.4	95	97	98	17
COc1ccc(/C=N/NC(=O)c2ccc(N(C)S(=O)(=O)c3ccccc3)cc2)c(OC)c1	101	1	99	16	105	19	0.1	99	101	102	0
CCOC(=O)c1ccc(-n2c(CN3CCC(O)CC3)nc3ccc([N+](=O)[O-])cc3c2=O)cc1	98	2	96	2	100	9	0.1	95	97	101	25
O=C(O)Cc1csc(NC(=O)c2ccco2)n1	106	0	105	8	109	7	0.0	101	101	107	2
CC(C)C1NC2(C(=O)c3ccccc3C2=O)C2C(=O)N(c3ccc(F)cc3)C(=O)C12 (stereo not given)	101	-1	101	-3	101	8	0.8	100	102	106	48
CCn1cc(C(=O)NCCc2ccccc2)c(=O)c2cc(S(=O)(=O)N3CCCC3)ccc21	94	1	95	13	94	24	0.1	95	95	99	-4
CC(N1CCOC1=O)S(=O)(=O)c1ccccc1 (stereo not given)	101	1	100	·	101	7	0.3	99	101	103	-8
COc1cccc(C2=NN(C(=O)c3ccco3)C(O)(C(F)(F)F)C2)c1 (stereo not given)	98	2	97	15	99	23	-0.1	96	99	99	-1
Cc1ccc2cc3c(N)[nH]nc3nc2c1	97	-1	99	-5	98	6	-0.6	98	100	96	22
O=C(N/N=C/c1cccc(Cl)c1Cl)Nc1ccccc1	98	3	98	·	101	25	0.2	99	105	108	7
Cc1ccc(CNC(=O)C2CCN(S(=O)(=O)c3cnc[nH]3)CC2)cc1	99	0	101	·	99	5	0.0	100	99	99	21
CCOC(=O)C1(CC2CC2)CCN(Cc2cnc(-c3ccccc3C)nc2)CC1	101	2	101	-3	101	23	0.5	96	103	101	-1
Cc1ccc(S(=O)(=O)N2CCCCC2)cc1NC(=O)CN1C(=O)CN(C)C1=O	97	1	96	-20	94	14	0.1	98	99	101	13
O=C(Nc1nnc(-c2ccco2)o1)C1CCCCC1	104	3	104	·	100	7	0.6	102	107	111	-1
COc1cc(OC)cc(-c2cc3nc(C)c(CCC(=O)NC(C)CCc4ccco4)c(C)n3n2)c1 (stereo not given)	95	14	94	1	98	7	1.0	95	97	98	·
CCc1ccc(NC(=O)CN(c2ccccc2)S(=O)(=O)N(C)C)cc1	100	3	100	26	109	5	1.0	96	101	102	21
Cc1ccc2[nH]c(=O)c(CN(Cc3cccs3)Cc3nnnn3Cc3ccccc3)cc2c1	102	7	102	24	102	6	3.7	100	104	111	-15
C/C(=N\NC(=O)c1nc2ccccn2c1C)c1cccc([N+](=O)[O-])c1	98	9	98	4	98	12	0.9	94	97	99	-10
O=C1c2cccc(OCC(=O)N3CCCc4ccccc43)c2CCN1Cc1cccnc1	97	25	104	-9	103	12	5.9	96	100	95	18

Single values from the entries so far:
O=C1c2cccc(OCC(=O)N3CCCc4ccccc43)c2CCN1Cc1cccnc1 | Rab2A wt mod: 104
Cc1ccc(CNC(=O)C2CCN(S(=O)(=O)c3cnc[nH]3)CC2)cc1 | ABCB1 inh: 0.0
Cc1ccc2[nH]c(=O)c(CN(Cc3cccs3)Cc3nnnn3Cc3ccccc3)cc2c1 | Rab2A wt mod: 102
COc1cc(OC)cc(-c2cc3nc(C)c(CCC(=O)NC(C)CCc4ccco4)c(C)n3n2)c1 (stereo not given) | Pf gamet viab: 1

Screens deposited in PubChem by several laboratories.
